Bioassay records from PubChem BioAssay.
CHO parental Ca: ATP-evoked calcium signal inhibitors, parental CHO, primary screen, counter-screen for OX1R antagonist project, cell-based, fluorescence, Fluo-8 calcium dye; hit rate 0.63% among 330,000; inhibition, % at 5.6 µM; parental CHO-K1, ATP-induced calcium, Fluo-8 fluorescence;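 active = inhibition above that plate's mean sample inhibition plus 3 SD, cut at about 26% in these data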;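 note: 0% = ATP-challenged DMSO wells and 100% = DMSO wells without ATP; some compounds past the cut are filed as inactive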
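test system = CHO parental line | reagent = ATP stimulus | measured by = intracellular calcium via Fluo-8 no-wash fluorescent dye | control set = ATP and no-ATP DMSO wells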
M1 ag: human M1 muscarinic receptor agonists, primary screen, Fluo-8 calcium fluorescence, CHO-K1 cells, HTS; CHO-K1 hM1, agonist mode; 0% DMSO, 100% acetylcholine EC100; AID 588814, 2011; hit rate 0.33% among 360,000; Muscarinic acetylcholine receptor M1 (Homo sapiens), P11229; activation, % at 3 µM;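 active = activation above the run's mean compound activation plus 3 SD, cut at about 16% in these data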;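 note: peak over basal fluorescence ratio within a 140 s kinetic read after compound addition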
V1R ag counter: agonists of human V1a receptor, primary screen, counter-screen for OXTR agonist project, fluorescence, CHO-V1R cells; AID 2797, 2010; hit rate 0.25% among 320,000; activation, % at 3 µM; Fluo-8 calcium fluorescence, agonist mode; 0% DMSO, 100% 3 nM vasopressin; Vasopressin V1a receptor (Homo sapiens), P37288;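 active = activation above the mean activation of all tested compounds plus 3 SD, per screening run, cut at about 20% in these data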;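 note: signal is peak over basal fluorescence ratio across a 100 second FLIPR read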
Target sequence (P37288 whole entry, looked up): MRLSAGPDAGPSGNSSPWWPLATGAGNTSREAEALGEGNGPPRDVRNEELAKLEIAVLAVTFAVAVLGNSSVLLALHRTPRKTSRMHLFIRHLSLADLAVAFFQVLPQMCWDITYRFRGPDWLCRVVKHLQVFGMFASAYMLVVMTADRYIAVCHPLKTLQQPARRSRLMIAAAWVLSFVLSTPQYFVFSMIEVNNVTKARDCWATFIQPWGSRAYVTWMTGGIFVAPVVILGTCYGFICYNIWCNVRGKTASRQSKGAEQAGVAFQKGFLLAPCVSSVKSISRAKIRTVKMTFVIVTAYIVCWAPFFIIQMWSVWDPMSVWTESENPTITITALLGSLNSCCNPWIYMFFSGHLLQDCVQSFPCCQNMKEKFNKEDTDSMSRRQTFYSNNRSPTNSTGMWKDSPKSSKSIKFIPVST
CHRM1 PAM: human M1 muscarinic receptor positive allosteric modulators, primary screen, CHO-K1 cells, Fluo-8 calcium fluorescence, 1536-well. Muscarinic acetylcholine receptor M1 (Homo sapiens), P11229. CHO-K1 hM1, ACh EC20; 0% = ACh EC20, 100% = maximal ACh. activation, % at 3 µM. hit rate 0.088% among 360,000; in the data active = activation above about 19%, passing the limit was not always enough
OXTR potentiator: human OXTR potentiators, primary screen, fluorescence, CHO-OTR cells, Fluo-8 calcium. Oxytocin receptor (Homo sapiens), P30559. Fluo-8 calcium fluorescence, potentiator mode; 0% = oxytocin EC15, 100% = EC100. activation, % at 3 µM. hit rate 0.061% among 320,000;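 active = activation above that plate's cutoff, the mean activation of tested compounds plus 3 SD, cut at about 6.6% in these data, passing the limit was not always enough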;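 note: 100% uses oxytocin at 75 nM as the full agonist control; some results filed as inactive read as strong as hits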
Target sequence (P30559 whole entry, looked up): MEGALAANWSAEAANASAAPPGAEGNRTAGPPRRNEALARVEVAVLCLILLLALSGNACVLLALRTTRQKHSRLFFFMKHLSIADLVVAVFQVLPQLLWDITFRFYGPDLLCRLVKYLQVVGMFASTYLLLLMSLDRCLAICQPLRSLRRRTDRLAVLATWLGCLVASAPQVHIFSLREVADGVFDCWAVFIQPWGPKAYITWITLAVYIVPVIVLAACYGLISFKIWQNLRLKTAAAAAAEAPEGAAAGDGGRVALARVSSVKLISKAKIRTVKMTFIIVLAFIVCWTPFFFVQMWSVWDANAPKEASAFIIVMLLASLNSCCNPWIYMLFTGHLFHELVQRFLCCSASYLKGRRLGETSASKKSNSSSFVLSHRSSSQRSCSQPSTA
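Dosing: Single dose, 3.0 µM nominal final compound concentration | Material: Human OTR in CHO cells | Technique: Kinetic Fluo-8 calcium fluorescence | Benchmarks: EC15 oxytocin alone as 0%, 75 nM oxytocin as 100% | Probe or stimulus: Oxytocin at about EC15, sub-maximal agonist stimulus | Incubation: Compound 6 min at room temperature before oxytocin, 100 s read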
OXTR agonist: human OXTR agonists, primary screen, fluorescence, CHO-OTR cells, Fluo-8 calcium. Oxytocin receptor (Homo sapiens), P30559. Fluo-8 calcium fluorescence; normalized: DMSO 0%, oxytocin 100%. activation, % at 3 µM. hit rate 0.32% among 320,000. AID 2435, 2010;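 active = activation above the mean of all tested compounds plus 3 SD, cutoff set per screening run, cut at about 20% in these data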;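 note: peak over basal fluorescence ratio from a 100 s FLIPR kinetic read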
TAAR1 ag: human TAAR1 agonists, primary screen, Fluo-8 calcium fluorescence, CHO RD-HGA16 cells. activation, % at 3 µM. Trace amine-associated receptor 1 (Homo sapiens), Q96RJ0. vehicle wells 0%, saturating PEA agonist 100%. hit rate 0.99% among 360,000;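 active = activation above the mean activation of all test compounds in the run plus 3 SD, cut at about 38% in these data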
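Repeats: no replicates (n 1) | Material: CHO-derived RD-HGA16 cells with stable Gα16 and human TAAR1 | Technique: Kinetic Fluo-8 calcium fluorescence | Schedule: 17-24 h seeding, 75 min 37 °C dye, 30 min RT | Evaluation: % activation from peak over basal fluorescence ratio, DMSO-to-PEA scaled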
TAAR1 antag: human TAAR1 antagonists, primary screen, Fluo-8 calcium fluorescence, CHO RD-HGA16 cells; Trace amine-associated receptor 1 (Homo sapiens), Q96RJ0; antagonist; inhibition, % at 3 µM; hit rate 1.5% among 360,000; AID 624466, 2012;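 active = inhibition above a per-plate cutoff, the mean inhibition of test compounds on that plate plus 3 SD, cut at about 49% in these data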;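 note: 0% = DMSO plus EC80 beta-PEA response and 100% = DMSO alone without agonist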
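Assay system: RD-HGA16 CHO cells with stable hTAAR1 and Gα16 / Reagent: EC80 β-phenethylamine stimulus / Doses: 3 µM, single point / Timing: dye loading 75 min at 37 °C, then 30 min room temperature / Measured by: Fluo-8 intracellular calcium dye fluorescence, real-time kinetic reads / Controls: vehicle wells and EC80 agonist wells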
CHRM1 antagonist: human M1 muscarinic receptor antagonists, primary screen, CHO-K1 cells, Fluo-8 calcium fluorescence, 1536-well; hit rate 1.3% among 360,000; AID 588852, 2011; CHO-K1 hM1, ACh EC80 antagonist; inhibition, % at 3 µM; Muscarinic acetylcholine receptor M1 (Homo sapiens), P11229;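 active = percent inhibition above its own plate's cutoff, namely the mean of that plate's compound wells plus 3 SD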;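 note: peak over basal fluorescence ratio during 140 s after agonist addition; 0% = ACh EC80 plus DMSO and 100% = DMSO alone without agonist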
* hit, by the source's call; nt = no result given.

mol	CHO parental Ca	M1 ag	V1R ag counter	CHRM1 PAM	OXTR potentiator	OXTR agonist	TAAR1 ag	TAAR1 antag	CHRM1 antagonist
O=C(NCc1cccnc1)c1ccc(S(=O)(=O)N2CCCCCC2)cc1	-7	-3	1.7	10	-1	1.1	3	1	-9
Cn1cc(P(=O)(N2CCOCC2)N2CCOCC2)cc1P(=S)(N1CCOCC1)N1CCOCC1	-3	-5	0.9	5	-9	0.4	3	8	1
Cc1cc(=O)oc2c3c(cc(OCC(=O)NC4CC4)c12)OC(C)(C)CC3	-17	-2	-0.5	0	1	-1.5	0	16	-14
CCc1noc(C)c1C(=O)Nc1ccc(C#N)cc1	3	3	0.3	17	-3	-0.1	1	-22	-14
CC(C)CC1C(=O)N(Cc2cn(CCC3OCCO3)nn2)CCS(=O)(=O)N1Cc1ccc(-c2cccc(CO)c2)cc1 (configuration not stated)	nt	-3	nt	-4	nt	nt	12	35	3
CCN(CC)CCN(C)Cc1nc(C(c2ccccc2)c2ccccc2)no1	-18	-8	1.7	-30	4	-1.2	-1	-6	75*
CC(C)(C)c1ccc(-c2nc(C#N)c(N3CCC(C(N)=O)CC3)o2)cc1	-10	-3	2.4	17	-12	5.1	3	22	-17
CCNc1ccc(C(=O)O)cc1N	-4	-5	0.7	-3	-2	0.4	2	1	3
COCCN=C1NN=C(c2ccc(C)c([N+](=O)[O-])c2)CS1	-14	-9	0.8	-1	9	0.0	0	0	1
CC1CCC(NC(=O)CC(C)(C)Cc2nc3ccccc3c(=O)[nH]2)CC1 (configuration not stated)	-7	-5	3.4	-6	-13	5.8	13	46	11
O=C(C1=C(O)C(=O)N(c2ncccn2)C1c1ccc(Cl)c(Cl)c1)c1ccco1 (configuration not stated)	-8	2	1.1	1	0	1.3	8	9	0
CCc1noc(C)c1C(=O)Nc1nc2ccc(OC)cc2s1	-21	-5	-1.0	9	-5	-2.1	1	-14	-7
CO/N=C(/CS(=O)(=O)Cc1ccccc1Cl)c1ccc(Cl)cc1Cl	-11	-8	0.5	3	1	-1.5	3	-7	4
CCCCn1c(N)c(N(CCC(C)C)C(=O)C2CC(=O)N(CCc3ccc(OC)c(OC)c3)C2)c(=O)[nH]c1=O (configuration not stated)	-5	0	-0.7	12	2	-0.3	1	-4	-10
COc1ccc(N2CCN(C(=O)CN3CCN(c4nc(-c5ccc(F)cc5)cs4)CC3)CC2)cc1	17	0	7.9	0	-10	10	0	8	1
Cc1cnc(C(=O)OCC(=O)N=c2sccn2Cc2ccccc2Cl)cn1	-9	-4	-0.9	0	-6	-0.5	0	-2	0
Cc1ccc(C(=O)OCc2nc(N)nc(Nc3ccccc3C)n2)cc1	-22	-7	-0.7	8	-1	-1.5	-3	-1	0
C=CCc1cccc(CNc2cnc3ccccc3c2)c1O	72*	2	8.4	-12	-13	6.0	8	34	40*
COc1ccccc1N1CCN(c2nc3ccccc3nc2C(C#N)C(=O)OC(C)C)CC1 (configuration not stated)	-19	-4	-0.7	-9	-10	-0.6	2	73*	-14
CCOC(=O)CC(=O)CSc1ncc(C(=O)OCC)c(N)n1	-29	-2	0.8	5	-6	-0.7	4	-15	-26
O=C(Nc1cccc(C(F)(F)F)c1)C1=CC=CN2CCS(=O)(=O)N=C12	-9	-6	1.1	-11	-9	1.4	8	-6	21
O=C(NCCCCCCNC(=O)c1ccc(Br)s1)c1ccc(Br)s1	-13	-6	2.7	-12	-7	-1.9	6	30	15
CS(=O)(=O)Nc1ccccc1C(=O)OCC(=O)NCc1cccs1	-17	0	0.6	-10	-2	3.4	2	-4	10
COc1cccc(NC(=O)C2CCCN2C(=O)Nc2ccccc2)c1 (configuration not stated)	2	-4	0.6	11	-3	1.2	0	12	-18
CCN1CCN(c2ccc(NC(=O)c3cccc(F)c3)cc2Cl)CC1	-13	-8	1.4	-25	-20	2.8	3	-7	54*
Cc1ccccc1C(=O)NC1CCN(C(=O)N(c2ccccc2)c2ccccc2)CC1	-21	-2	0.6	2	4	0.1	15	16	-22
Cc1ccc(C(=O)Nn2c(O)c(C=C3N=c4ccccc4=N3)sc2=S)cc1	-2	-1	0.6	-12	-10	1.1	54*	35	22
O=C1C=C(c2ccc3ccccc3c2)C[C@@H](c2ccc(Cl)cc2)C1	-21	-7	1.1	6	-4	1.1	8	-11	2
Cc1ccc2nc3c(c(C(=O)OCC(=O)NC4CCS(=O)(=O)C4)c2c1)CCCC3 (configuration not stated)	-22	-7	0.2	-2	-6	-0.6	10	-3	5
COc1ccc(S(=O)(=O)n2nc(OC(=O)c3ccccc3)cc2N)cc1	-9	4	1.1	10	-9	-1.3	57*	7	-8
O=C(CSc1nc2ccc(Nc3nc(N4CCOCC4)nc(N4CCOCC4)n3)cc2s1)Nc1ccccc1Cl	nt	-2	nt	8	nt	nt	-1	-16	-13
Cc1nnc(SCC(=O)NCC2CCCO2)n1Cc1ccccc1 (configuration not stated)	-10	-3	2.0	7	-1	1.2	7	-18	-10
Cc1cc(NCCOCCO)n2ncc(-c3ccc(Cl)cc3)c2n1	-21	-2	5.4	10	-22	7.1	5	-16	-15
OC1(CN2CCOCC2)C2CN3CCN(C2)CC1(c1ccccc1)C3 (configuration not stated)	-8	-6	1.1	0	-8	0.7	9	0	2
CC(C)(C)CN1C(N)=NC[C@@H]1c1ccccc1	-4	-12	0.0	16	-2	-0.1	13	8	-22
COc1ccc(-c2c(C)n([O-])c(C)c(C)[n+]2=O)cc1	7	-1	-0.1	2	-3	0.7	9	2	-21
COc1ccc(OC)c(NC(=O)CCNC(=O)c2ccco2)c1	-14	5	-0.6	10	-10	-0.2	-4	-8	-2
CCOc1ccc(CN(C)CC(=O)NCc2ccccc2Cl)cc1	-12	-5	-0.1	15	-2	-0.8	2	-22	-5
CN(C)CCCNc1oc(-c2ccccc2Cl)nc1S(=O)(=O)c1ccccc1	-9	-4	3.3	5	-4	8.8	12	0	-13
Cc1ccc(C(=O)c2c3ccccc3[n+]([O-])n2CCO)cc1	-6	-2	6.1	10	-1	-0.4	8	10	-16
NC(=O)c1ccc(NC(=O)COC(=O)/C=C/c2cccs2)cc1	-2	-2	0.5	-17	-17	0.7	5	16	14
CC(=O)Nc1ccc(S(=O)(=O)NCCC(=O)Nc2ncccc2C)cc1	-1	2	0.9	3	2	-0.3	2	-19	-4
Cn1c(=O)[nH]c(=O)c2c1nc(N1CCC(Cc3ccccc3)CC1)n2Cc1ccccc1	-29	-3	-1.4	7	-5	-1.2	nt	nt	-11
CC(C)Oc1cccc(C(=O)Nc2ccc(N3CCN(S(C)(=O)=O)CC3)cc2)c1	-4	-2	5.1	6	-14	1.2	2	-21	-3
O=C(CCCN1C(=O)c2cccc3cccc(c23)C1=O)N1CCN(c2ccc(F)cc2)CC1	-24	-4	-1.7	-1	-31	-1.6	9	26	8
C#CCOCCOCCOCCNc1nc(N2CCN(C(=O)C([C@@H](C)CC)n3cc(C(N)CO)nn3)CC2)nc(N2CCN(C(=O)C([C@@H](C)CC)n3cc(C(N)COC(=O)C(F)(F)F)nn3)CC2)n1 (some centres not stated)	-10	nt	0.4	nt	3	-0.1	5	8	nt
COc1ccc(/C=N/n2cnc3c([nH]c4ccccc43)c2=O)cc1COc1ccccn1	-7	nt	-0.1	nt	-12	-2.3	nt	nt	nt
Cc1nc2sccn2c(=O)c1S(=O)(=O)N1CCN(c2cccc(C(F)(F)F)c2)CC1	-2	-3	1.4	-3	-12	1.0	2	-10	1
c1ccc(CNC2CC3CCC2C3)cc1 (configuration not stated)	nt	-5	nt	9	nt	nt	-1	-7	-8
O=C(O)CNC(=O)c1ccc(OC(F)F)cc1	1	-1	1.5	6	-1	0.2	2	-22	-22
O=C(CNCc1ccccc1Cl)Nc1cc(S(=O)(=O)N2CCOCC2)ccc1Cl	-11	-1	5.4	-7	-9	4.4	22	34	0
Cc1ccccc1C(=O)NN1C(=O)CSC1=S	-2	-1	2.0	6	-7	-0.5	19	-13	-8
CN(C)C(=O)CCc1ccc2c3c([nH]c2c1)[C@]1(CCc2ccccc2)[C@@H](C(=O)N2CCCCC2)C[C@H](CC(=O)NC(C)(C)C)C(=O)N1CC3	-32	-10	nt	13	nt	nt	-2	-1	-17
CC(=O)N1c2ccc3ccccc3c2C(C)CC12CCCCC2 (configuration not stated)	-25	-4	-1.3	-2	-16	-2.5	21	36	3
CCc1ccc(-c2cc(C(=O)N/N=C/c3ccccn3)[nH]n2)cc1	-12	-3	-0.4	4	-10	-1.4	10	1	-1
Cc1ccc(C(=O)N2CCC3(CC2)Oc2ccc(F)cc2C(=O)C32CC(c3ccccc3)=NO2)s1 (configuration not stated)	-19	-1	0.6	9	-4	0.0	4	20	-5
O=S(=O)(Nc1ccc2nc(N3CCOCC3)sc2c1)c1ccccc1	nt	-3	nt	-1	nt	nt	3	-7	2
O=C(CC(NC(=O)C(F)(F)F)c1ccccc1)Nc1nnc(CCc2ccccc2)s1 (configuration not stated)	-6	0	1.1	1	-9	0.5	4	1	-9
Cc1c(OCC(=O)NC2CC(C)(C)NC(C)(C)C2)ccc2c3c(c(=O)oc12)CCC3	-12	-5	0.5	4	-6	-0.7	3	-25	2
Cc1cc(C)nc(SCc2c(F)cccc2Cl)n1	-12	-3	-0.4	-8	0	-2.0	7	14	11

Rows are unselected; overall some 3.7% were active at least once.
